Dicer processing: inhibitors of Dicer pre-microRNA processing, primary screen, biochemical, cat-ELCCA, chemiluminescence; Endoribonuclease Dicer (Homo sapiens), Q9UPY3; cat-ELCCA pre-miR-21 Dicer processing; active compounds read high; hit rate 6% among 47,000; z-score at 25 µM; in the data active = z-score above about 3, passing the limit was not always enough;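 note: plate controls were vehicle for no effect and no enzyme for full effect; higher signal means more uncleaved substrate so more Dicer inhibition; strong numbers were not always called active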
Target sequence (Q9UPY3 whole entry, looked up): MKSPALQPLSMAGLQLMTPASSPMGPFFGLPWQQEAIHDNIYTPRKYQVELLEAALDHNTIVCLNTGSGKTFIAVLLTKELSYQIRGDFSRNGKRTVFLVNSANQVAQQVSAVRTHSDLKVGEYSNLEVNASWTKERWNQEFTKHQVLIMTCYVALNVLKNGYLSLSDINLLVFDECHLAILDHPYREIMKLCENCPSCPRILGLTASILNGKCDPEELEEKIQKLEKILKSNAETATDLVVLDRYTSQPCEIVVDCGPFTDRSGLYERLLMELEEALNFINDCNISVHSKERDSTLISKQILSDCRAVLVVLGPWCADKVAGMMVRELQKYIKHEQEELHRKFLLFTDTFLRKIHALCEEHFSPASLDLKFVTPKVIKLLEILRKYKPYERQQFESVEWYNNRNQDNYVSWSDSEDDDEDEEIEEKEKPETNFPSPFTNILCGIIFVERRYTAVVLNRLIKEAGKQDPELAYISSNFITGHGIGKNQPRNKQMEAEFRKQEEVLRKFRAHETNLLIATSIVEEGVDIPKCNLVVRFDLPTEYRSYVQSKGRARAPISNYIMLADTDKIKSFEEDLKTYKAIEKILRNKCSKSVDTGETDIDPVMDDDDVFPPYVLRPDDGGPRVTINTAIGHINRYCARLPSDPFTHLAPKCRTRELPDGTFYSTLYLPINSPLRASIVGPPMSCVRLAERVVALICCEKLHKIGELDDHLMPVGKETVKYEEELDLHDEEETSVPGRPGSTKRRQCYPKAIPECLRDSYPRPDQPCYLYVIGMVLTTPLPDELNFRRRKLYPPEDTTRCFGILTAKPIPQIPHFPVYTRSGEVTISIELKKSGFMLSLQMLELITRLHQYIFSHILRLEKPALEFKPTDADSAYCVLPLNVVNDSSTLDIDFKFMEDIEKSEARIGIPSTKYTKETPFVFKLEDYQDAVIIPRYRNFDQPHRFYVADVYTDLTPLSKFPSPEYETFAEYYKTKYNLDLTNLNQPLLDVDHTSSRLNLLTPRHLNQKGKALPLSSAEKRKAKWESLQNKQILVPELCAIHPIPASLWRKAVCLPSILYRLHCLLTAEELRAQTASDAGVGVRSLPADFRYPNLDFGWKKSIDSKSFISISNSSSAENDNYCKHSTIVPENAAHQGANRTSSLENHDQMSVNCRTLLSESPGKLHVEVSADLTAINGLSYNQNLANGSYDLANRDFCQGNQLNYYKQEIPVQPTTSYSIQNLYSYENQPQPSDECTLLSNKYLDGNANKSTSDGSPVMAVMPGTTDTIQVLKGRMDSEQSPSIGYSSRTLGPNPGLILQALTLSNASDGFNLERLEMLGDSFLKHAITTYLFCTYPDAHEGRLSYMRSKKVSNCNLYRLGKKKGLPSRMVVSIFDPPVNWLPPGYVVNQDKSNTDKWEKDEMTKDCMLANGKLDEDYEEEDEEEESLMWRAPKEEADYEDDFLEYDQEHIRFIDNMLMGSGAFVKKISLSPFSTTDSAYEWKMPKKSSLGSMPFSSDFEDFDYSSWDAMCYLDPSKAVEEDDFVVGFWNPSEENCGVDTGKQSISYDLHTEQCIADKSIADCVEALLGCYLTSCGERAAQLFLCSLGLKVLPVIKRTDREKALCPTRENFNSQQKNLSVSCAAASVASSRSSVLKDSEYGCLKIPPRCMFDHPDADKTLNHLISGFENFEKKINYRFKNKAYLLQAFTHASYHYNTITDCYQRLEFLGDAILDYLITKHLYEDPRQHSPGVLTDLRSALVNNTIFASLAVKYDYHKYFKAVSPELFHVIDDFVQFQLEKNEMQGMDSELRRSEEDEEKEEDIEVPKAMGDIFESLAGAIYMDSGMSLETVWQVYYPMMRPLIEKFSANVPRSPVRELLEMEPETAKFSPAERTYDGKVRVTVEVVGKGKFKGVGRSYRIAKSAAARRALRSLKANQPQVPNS
* hit, by the source's call. The list is partial; the hit share may differ from the screen's.

SMILES	Dicer processing
Cc1ccccc1CN1C(=O)C(O)(CC(=O)c2cccs2)c2cc(Cl)ccc21 (configuration not stated)	5.3*
CCOCCOC(=O)C1=C(C)NC2=C(C(=O)CC(c3ccc(Cl)cc3)C2)C1c1ccccc1F (configuration not stated)	0.75
O=C(NC1CCSC1=O)c1ccc(C(=O)NC2CCSC2=O)cc1 (configuration not stated)	-0.08
N#Cc1ccc(CSc2ccccc2NC2OC(=O)c3ccccc32)cc1 (configuration not stated)	3.2
CCOC(=O)OCCN1C(=O)c2cccc3c(Br)ccc(c23)C1=O	1.4
Cc1cccc(-c2nnc(SCC(=O)O)o2)c1	-1.5
Cc1nn(C)cc1CNC(=O)c1cc2n(n1)C(C(F)(F)F)CC(c1cccs1)N2 (configuration not stated)	-0.62
CN(C)/C=C(\C(=O)Nc1ccc(F)c(F)c1F)S(=O)(=O)c1ccccc1	-1.1
Cc1cc(C(F)(F)F)n2nc(-c3ccc(C(C)(C)C)cc3)cc2n1	-1.8
CCCNC(=S)NNC(=O)Cc1ccc(Cl)c(Cl)c1	-0.53
Cc1oc(C(=O)NC(=O)Nc2cccc(C(F)(F)F)c2)nc1-c1ccccc1	-0.82
O=C1c2oc3ccccc3c(=O)c2C(c2ccc(F)cc2)N1CCCN1CCOCC1 (configuration not stated)	0.83
O=C(O)c1c2c(nc3ccc(F)cc13)CCCCC2	-0.8
Cc1cc(C(=O)CC(Sc2ccccc2N)c2c(F)cccc2Cl)ccc1Cl (configuration not stated)	-2.6
CCCc1cc(=O)oc2c1c(C)nn2C	-2.4
C#CC(CC)(CC)NC(=O)/C=C\C(=O)O	0.19
COc1ccccc1Nc1nc(N)nc(CN2CCN(C)CC2)n1	0.45
CCCc1cc(NCCOCCO)n2c(nc3ccccc32)c1C#N	1.7
CC(C)c1ccc(NC2(C#N)CCCCC2)cc1	1.4
Cc1nn(C(=O)c2ccc(Cl)cc2)c(C)c1Sc1ncccn1	0.15
CC(C)S(=O)(=O)C/C(N)=N/OS(=O)(=O)c1ccc(Cl)cc1	-1.5
O=C(CSC1CC(=O)N(c2cccc(Cl)c2)C1=O)Nc1ccc(Br)cc1 (configuration not stated)	-1.2
CSc1ccc(C2C3=C(CCCC3=O)Nc3ccccc3N2C(=O)c2ccccc2)cc1 (configuration not stated)	-0.58
CC(C)CCn1c(NCc2ccco2)nc2c1c(=O)[nH]c(=O)n2C	3.6*
C=CCN(CC=C)S(=O)(=O)c1ccc(C(=O)Nc2nc3c(s2)CCC3)cc1	3
COCCOC(=O)c1c(C)oc2ccc(OC(=O)c3ccc(Cl)cc3)cc12	-0.04
CCCCCOc1ccc(OC(=O)c2sc3ncn(CC)c(=O)c3c2C)cc1	-0.56
CC1CCN(CCCCOc2ccc(F)cc2)CC1	1.1
COc1ccc(OC)c(CNCc2ccc3c(c2)OCO3)c1	1.7
N#Cc1cn(-c2ccccc2)c(=O)[nH]c1=O	-0.85
Cc1csc(C(=O)O/N=C/c2ccc(C#N)cc2)c1	1.5
NNS(=O)(=O)c1ccc(Cl)cc1	-2
O=C(c1cn(CC(=O)N2CCc3ccccc3C2)c2ccccc12)C1CCCCC1	0.11
CC(C)(C)c1ccc(OCc2ccc(C(=O)O)cc2)cc1	-1.3
CCOc1c(C)nc(C)c(OCC)c1-c1cccc([N+](=O)[O-])c1	-1.7
O=c1c(Cc2ccc(Cl)cc2)c(-c2ccccc2)sc2ccccc12	-1.5

For reference, some entries already given:
SMILES	Dicer processing
CCCc1cc(=O)oc2c1c(C)nn2C	-2.4
C#CC(CC)(CC)NC(=O)/C=C\C(=O)O	0.19
COc1ccccc1Nc1nc(N)nc(CN2CCN(C)CC2)n1	0.45
CCCc1cc(NCCOCCO)n2c(nc3ccccc32)c1C#N	1.7
CC(C)c1ccc(NC2(C#N)CCCCC2)cc1	1.4
Cc1nn(C(=O)c2ccc(Cl)cc2)c(C)c1Sc1ncccn1	0.15
CC(C)S(=O)(=O)C/C(N)=N/OS(=O)(=O)c1ccc(Cl)cc1	-1.5
O=C(CSC1CC(=O)N(c2cccc(Cl)c2)C1=O)Nc1ccc(Br)cc1 (configuration not stated)	-1.2
CSc1ccc(C2C3=C(CCCC3=O)Nc3ccccc3N2C(=O)c2ccccc2)cc1 (configuration not stated)	-0.58
CC(C)CCn1c(NCc2ccco2)nc2c1c(=O)[nH]c(=O)n2C	3.6*
C=CCN(CC=C)S(=O)(=O)c1ccc(C(=O)Nc2nc3c(s2)CCC3)cc1	3
COCCOC(=O)c1c(C)oc2ccc(OC(=O)c3ccc(Cl)cc3)cc12	-0.04
CCCCCOc1ccc(OC(=O)c2sc3ncn(CC)c(=O)c3c2C)cc1	-0.56
CC1CCN(CCCCOc2ccc(F)cc2)CC1	1.1
COc1ccc(OC)c(CNCc2ccc3c(c2)OCO3)c1	1.7
N#Cc1cn(-c2ccccc2)c(=O)[nH]c1=O	-0.85
Cc1csc(C(=O)O/N=C/c2ccc(C#N)cc2)c1	1.5
NNS(=O)(=O)c1ccc(Cl)cc1	-2
O=C(c1cn(CC(=O)N2CCc3ccccc3C2)c2ccccc12)C1CCCCC1	0.11

As entered above:
Dicer processing, `O=C(NC1CCSC1=O)c1ccc(C(=O)NC2CCSC2=O)cc1` (configuration not stated) stands at -0.08
Dicer processing, `CCCCCOc1ccc(OC(=O)c2sc3ncn(CC)c(=O)c3c2C)cc1` stands at -0.56

(listing goes on)
SMILES	Dicer processing
NC(=O)N/N=C/c1coc2ccccc2c1=O	-1.9
O=c1[nH]c2ccccc2n(-c2ccc(Cl)cc2)c1=O	1.4
CCOC(=O)C(C(=O)Cc1ccccc1)c1ccccc1 (configuration not stated)	0.66
O=C1CCCN=C(Nc2cccc(F)c2)S1	0.57
OC(CNCc1ccc(C(F)(F)F)cc1)Cn1ccc(C(F)(F)F)n1 (configuration not stated)	-0.21
CCOc1ccc(-c2cc(OC(=O)c3ccccc3F)c3c(C)oc(C)c3c(=O)c2)cc1	0.02
CCOc1cc(C2C(C(=O)OC)=C(C)NC3=C2C(=O)c2ccccc23)c(Cl)cc1OC (configuration not stated)	-0.7
CC1([N+](=O)[O-])COC(c2ccccc2)OC1 (configuration not stated)	1.8
Cc1ccc(Cn2nc3n(c2=O)-c2cc(Cl)ccc2OC3)cc1	-0.36
O=c1[nH]c2cc(Cl)ccc2c(-c2ccccc2)c1Sc1nnnn1-c1ccccc1	-0.95
CC12CN3CC(C)(CN(C1)C3c1ccc(Br)cc1)C2 (configuration not stated)	1.6
CC(=O)Oc1ccc(N2C(=O)C3C4C=CC(O4)C3C2=O)cc1 (configuration not stated)	1.9
Cc1c(-c2cc(C(F)(F)F)n3nc(-c4cccs4)cc3n2)sc2ccc(Cl)cc12	-5.7
O=C(N/N=C/c1c(Cl)cccc1Cl)c1nc(COc2ccccc2Cl)no1	-0.14
O=c1cc(CSc2n[nH]c(=O)n2C2Cc3ccccc3C2)c2ccc(O)cc2o1	1.4
COc1ccc(C2C(C(=O)OC(C)C)=C(C)NC3=C2C(=O)CC(c2ccccc2)C3)c(OC)c1 (configuration not stated)	0.37
CCNc1nc(NCC)nc(OCCNS(=O)(=O)c2ccccc2)n1	0.28
CC1=NN(c2ccc(C)cc2)C(=O)C1=C1SCCCS1	1.7
Cc1ccc(NC(=S)C(C#N)C(N)=O)cc1Cl (configuration not stated)	1.9
C/C=C(\C)C(=O)NC(=S)NNC(=O)c1c(-c2ccccc2)noc1C	-0.79
CCOC(=O)c1c(C)n(-c2cccc(Br)c2)c2ccc(O)cc12	6.5*
COC(=O)c1sc(-c2ccc(Cl)cc2)cc1NC(=O)c1cccnc1Oc1ccccc1	1.9
COC(CNc1ccc([N+](=O)[O-])c(NCC(OC)OC)c1C#N)OC	-0.65
COc1cc(-c2ccc(Cl)cc2)[nH]n1	-0.63
Cc1ccc(CNC2CCCCC2)s1	-0.97
COc1ccc2cc(CCC(C)=O)ccc2c1	7
C/C(COc1ccc(-c2csnn2)cc1)=N\Nc1cc(Cl)cc(Cl)c1	-0.23
Cc1c(C(=O)O)sc2nc(-c3ccc(Cl)cc3)nn12	2.5
CCN1C(=O)C2(/C(=C(/O)c3ccc(OC)c(C)c3)C(=O)C(=O)N2CCCOC)c2ccccc21 (configuration not stated)	1.6
N[C@@H]1CONC1=O	1.1
O=S1(=O)CC(Sc2ccc(Cl)cc2)c2ccccc21 (configuration not stated)	-1.6
CC(C)C12CN3CC(C(C)C)(CN(C1)C3c1ccc(O)cc1O)C2=O (configuration not stated)	5.7*
Cc1cc(NC(=O)Nc2cc(S(=O)(=O)N(C)C)ccc2C)c(C(F)(F)F)o1	0.62
O=C(O)/C=C/C(=O)NCc1ccc(F)cc1	-0.86
Cc1nn(Cc2n[nH]c(=S)n2C)c(C)c1[N+](=O)[O-]	0.04
c1ccc(CN(Cc2ccccc2)c2ncnc3sc(-c4ccccc4)cc23)cc1	-0.27
O=C(CCc1ccc(O)cc1)c1c(O)cc(O)cc1O	3.6*
CC(C)C(=O)Nc1ccc([N+](=O)[O-])c(C(F)(F)F)c1	1.1
CCCN(C(=O)CC#N)C(=O)Nc1ccccc1C	0
COC(=O)c1cc(-c2ccc(S(=O)(=O)N3CCN(Cc4ccccc4)CC3)cc2)c(C(F)(F)F)s1	-1.7
CCCCc1ccc(NC(=O)Nc2cc(C(C)(C)C)nn2C)cc1	1.9
Cc1c(C)c(C)c(C(=O)CCc2cccc(NC(=O)C3CCC3)c2)c(C)c1C	2.6
COc1cccc(OC)c1-c1cc(C(=O)NC2(C(=O)O)C3CC4CC(C3)CC2C4)nn1-c1ccc(C(=O)N(C)CCCN(C)C)cc1C(C)C (configuration not stated)	-0.35
COCCNc1c2c(c(C#N)c3nc4ccccc4n13)CCCC2	52
CCCCCc1c(C)[nH]c2[nH]n(-c3ccccc3)c(=O)c2c1=O	-1.3
O=C(N/C=C/c1ccsc1)Nc1ccccc1C(F)(F)F	0.6
Nc1nc(SCc2cccc(C(F)(F)F)c2)ncc1C(=O)O	0.43
Cc1ccc(C)n1-c1ncccc1Oc1cnn(Cc2ccccc2)c(=O)c1Cl	2.5
Nc1cccc(-c2cnc3ccccc3n2)c1	0.73
CCCCCn1nnc2c(=O)oc3ccccc3c21	-1.1
O=C(CSc1nc2ccccc2nc1N1CCOCC1)NC1CCCC1	2
Cc1nc2ccccn2c1C(=O)NNS(C)(=O)=O	0.01
CC(=O)Nc1ccc(S(=O)(=O)N(c2ccc(F)cc2F)S(=O)(=O)c2ccc(NC(C)=O)cc2)cc1	0.31
O=c1[nH]c2ccccc2n1CCCN1CCCCC1	-0.05
CCOC(=O)C(CCC(=O)O)(CCC(=O)O)C(=O)OCC	0.68
O=C1C2C(c3ccccc3)OC3(C(=O)c4ccccc4C3=O)C2C(=O)N1C1CCCCC1 (configuration not stated)	-0.93
CCN(CC)C(=O)c1sc(NC(=O)c2nc3ncccn3n2)c(C(=O)OC)c1C	0.9
Cn1nc(NC(=O)C(C)(C)C)c2c(F)cccc21	-0.76
COc1ccc(C2SCCN2S(=O)(=O)c2cccc(C)c2)cc1OC (configuration not stated)	0.87
CC1CCCC(C)N1C(=S)NCc1ccco1 (configuration not stated)	0.8
Following part:
SMILES	Dicer processing
O=[N+]([O-])c1cccnc1NCc1cccs1	0.22
O=[N+]([O-])c1cccnc1ON=C(c1cccs1)c1cccs1	-3.4
O=c1cc(NCc2ccccc2)n(-c2ccccc2)c(=O)n1-c1ccccc1	0.38
Oc1ccc2ccccc2c1C1Nc2ccccc2-n2cccc21 (configuration not stated)	-0.65
COC(=O)C1=C(C)NC2=C(C(=O)CCC2)C1c1cc(OC)ccc1OC (configuration not stated)	0.91
CCN(CC)c1ncnc2c1nnn2Cc1ccccc1	-0.15
Cc1cccc2[nH]c(SCc3ccccc3F)nc12	0.69
CC(C)Cn1c(=O)oc2ccccc21	-0.3
N#CCC(=O)N/N=C/c1ccc(Cl)cc1Cl	-0.11
CCCCN(CCCC)Cc1c(C)[nH]c2ccccc2c1=O	1.6
O=C(O)CCSc1nnc(-c2ccc3ccccc3c2)o1	0.22
Cc1cc(OS(=O)(=O)c2ccc(Cl)cc2)n(-c2ccccc2)n1	-11
COc1cc(OC)cc(C(C)(C)OC(=O)N[C@@H](Cc2ccccc2)C(=O)O)c1	-0.15
O=C(Nc1ccc(S(=O)(=O)N2CCc3ccccc32)cc1)c1ccco1	-0.65
Fc1c(CSC2=NCCN2)cccc1CSC1=NCCN1	-3.5
COc1cc(C(Nc2cc(C)ccn2)c2ccc3cccnc3c2O)ccc1O (configuration not stated)	11*
Cc1ccc(NNC(=O)c2ccc(Cl)cc2)nn1	1.2
Clc1cc(Cl)c(OCC#CI)cc1Cl	0.87
CCc1nc2ccccc2nc1N1CCCC1	2.8
C1COC2(CCC3(CC2)OCCO3)O1	-0.78
Cn1nc(NC(=O)Cn2ccc(C(F)(F)F)n2)c2ccccc21	0.32
CCOC(=O)N/N=C(\C)c1ccc(C(F)(F)F)cc1	1.7
CC1=C(C(=O)OCC(C)C)C(c2ccccc2F)C2=C(CC(c3ccccc3)CC2=O)N1 (configuration not stated)	-1.2
O=C1CSC(=O)N1c1ccc(OC(F)(F)F)cc1	-1.2
COc1ccc(-c2noc(COc3ccc(Cl)c(C)c3)n2)cc1	-0.84
CSc1scc2c1-c1nn(C(=O)c3ccc(Cl)cc3)cc1CC2	-0.75
COc1cc(C2NC(C(=O)O)CS2)ccc1OCc1ccc(Cl)cc1 (configuration not stated)	-0.86
Cc1[nH]c2[nH]n(-c3ccccc3)c(=O)c2c(=O)c1Cc1ccccc1Cl	-3.5
O=C(c1ccc(Cl)c(Cl)c1)N1CCN(c2cccc3scc(-c4ccccc4)c23)CC1	0.87
CSc1cccc(NC(=O)Cn2nc(C)c(Oc3ccccc3)c2C)c1	-0.64
OCC1(CO)CCCC(CO)(CO)C1O	0.9
C=CCN1C(=O)C2(/C(=C(/O)c3ccc(OCC)cc3)C(=O)C(=O)N2CCN(C)C)c2ccccc21 (configuration not stated)	-0.01
N#C/C(=C\N(CCS(=O)(=O)c1ccc(Cl)cc1)Cc1cccs1)S(=O)(=O)c1ccc(Cl)cc1	0.68
Cc1cn(CCC(=O)NC2CCN(Cc3ccccc3)CC2)c2ccccc12	0.79
Cc1ccc2nc(-c3ccc(-c4ccccc4)s3)cn2c1	-2.6
COc1cc([C@@H]2c3cc4c(cc3[C@H](O)[C@H]3COC(=O)[C@H]23)OCO4)cc(OC)c1OC	-0.5
Cc1cc2cc3c(=O)n(C)c(=O)n(C)c3nc2cc1C	0.47

From PubChem BioAssay
